BoNT-A LC inh2 = BoNT/A light chain protease inhibitors, primary screen, biochemical, flow cytometry, MLPCN library; Botulinum neurotoxin type A light chain protease (Clostridium botulinum A str. ATCC 3502); inhibition, % at 10 µM; multiplex microsphere protease substrate cleavage; 360,000 compounds, 0.17% hits; also: plate controls were buffer without enzyme for full effect and enzyme alone for no effect
CCHFV vOTU inh = CCHFV vOTU protease inhibitors, primary screen, biochemical, Pep-AMC substrate, fluorescence. inhibition, % at 11.5 µM. 370,000 compounds, 0.55% hits. AID 651958, 2012; in the data active = inhibition above about 30%; also: 0% = vehicle wells with enzyme and 100% = no enzyme wells
TcdB GH inh = TcdB glycohydrolase inhibitors, primary screen, biochemical, single point, plate reader. Toxin B (Clostridioides difficile), P18177. 350,000 compounds, 0.24% hits. inhibition, % at 9.99 µM. AID 652162, 2013. TcdB glycohydrolase enzymatic assay; in the data active = inhibition above about 10%
3CLpro inhibitor = SARS-CoV 3CLpro protease inhibitors, primary screen, biochemical, quenched FRET; Replicase polyprotein 1ab (Severe acute respiratory syndrome coronavirus), P0C6X7; recombinant SARS-CoV 3CLpro, quenched FRET peptide cleavage; inhibition, % at 6 µM; 290,000 compounds, 0.14% hits; in the data active = inhibition above about 12%
Yp Topo-I inh = Yersinia pestis topoisomerase I inhibitors, primary screen, biochemical, cleavage product accumulation, plate reader, single point; activity, % at 10 µM; Y. pestis Topo-I cleavage product accumulation; AID 504884, 2011; 360,000 compounds, 0.064% hits; DNA topoisomerase I (Yersinia pestis CO92); in the data active = activity above about 50%, passing the limit was not always enough; inconclusive = no clear call, values can overlap the other calls; also: inactives centre near 2
Vc quorum ag = inducers of Vibrio cholerae quorum light production without autoinducers, primary screen, BH1578 luxS cqsA deficient, single point. V. cholerae BH1578 lux reporter, luminescence, 6 h. activation, % at 18.7 µM. 350,000 compounds, 0.16% hits. AID 588436, 2011; in the data active = activation mostly above about 9.7%, no sharp cut-off; inconclusive = no clear call, values can overlap the other calls; inactive = mostly below about 3.7%; also: not every result past the cut was called active; inactives centre near 0; reference of the scale not given here
PfHsp40 rescue = rescue of yeast from PfHsp40 toxicity, primary screen, S. cerevisiae, ATP luminescence; S. cerevisiae expressing PfHsp40, growth rescue; growth rescue, % at 12.5 µM; 340,000 compounds, 0.68% hits; in the data active = growth rescue above about 28%, passing the limit was not always enough; inconclusive = no clear call, values can overlap the other calls;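 also: yeast W303a lacking pdr1 and pdr3 grown in galactose medium; growth measured after three days at 30 °C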
SSB-PriA inh = inhibitors of Klebsiella pneumoniae PriA binding to SSB C-terminal tail, primary screen, biochemical, AlphaScreen | PriA–SSB C-terminal tail interaction (Klebsiella pneumoniae) | inhibition, % at 33 µM | AlphaScreen SSBct-PriA binding, biotinylated peptide | 430,000 compounds, 0.6% hits | AID 1272365, 2023; in the data active = inhibition mostly above about 37%, no sharp cut-off; inactive = mostly below about 20%;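 also: plate controls were negative control peptide for no effect and reference peptide for full effect; strong numbers were not always called active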
Anthrax LF inh2 = Bacillus anthracis LF protease inhibitors, primary screen, biochemical, multiplex microsphere, MLPCN library; 360,000 compounds, 0.12% hits; inhibition, % at 10 µM; multiplex microsphere protease cleavage assay; also: plate controls were buffer without enzyme for full effect and enzyme alone for no effect
Target sequence (P15917 whole entry, looked up): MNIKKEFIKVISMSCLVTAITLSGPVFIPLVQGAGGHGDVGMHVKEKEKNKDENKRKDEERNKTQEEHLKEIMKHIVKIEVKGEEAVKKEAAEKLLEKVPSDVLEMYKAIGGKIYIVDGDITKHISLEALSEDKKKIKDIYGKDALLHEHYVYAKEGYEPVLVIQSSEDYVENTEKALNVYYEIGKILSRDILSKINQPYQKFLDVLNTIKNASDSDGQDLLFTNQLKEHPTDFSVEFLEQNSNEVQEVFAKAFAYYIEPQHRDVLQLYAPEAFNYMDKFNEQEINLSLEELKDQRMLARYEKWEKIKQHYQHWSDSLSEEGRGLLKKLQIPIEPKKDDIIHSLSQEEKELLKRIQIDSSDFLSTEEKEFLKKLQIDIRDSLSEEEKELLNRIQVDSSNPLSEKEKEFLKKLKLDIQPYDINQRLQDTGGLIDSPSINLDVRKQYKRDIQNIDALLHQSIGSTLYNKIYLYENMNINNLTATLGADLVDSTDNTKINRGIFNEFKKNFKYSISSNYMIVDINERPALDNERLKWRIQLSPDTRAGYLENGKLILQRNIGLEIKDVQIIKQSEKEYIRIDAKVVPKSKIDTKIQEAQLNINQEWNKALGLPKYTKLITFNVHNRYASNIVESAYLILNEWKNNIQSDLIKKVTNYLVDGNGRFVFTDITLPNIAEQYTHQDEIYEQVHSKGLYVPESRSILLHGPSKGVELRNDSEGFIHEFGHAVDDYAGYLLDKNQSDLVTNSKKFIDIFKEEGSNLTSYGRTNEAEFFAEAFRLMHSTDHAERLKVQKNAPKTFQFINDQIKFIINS
DUSP3 inh = VHR1 phosphatase inhibitors, primary screen, biochemical, absorbance, uHTS. Dual specificity protein phosphatase 3 (Homo sapiens), P51452. 290,000 compounds, 0.52% hits. inhibition, % at 13.3 µM. AID 1654, 2009. recombinant VHR phosphatase, pNPP absorbance; in the data active = inhibition above about 50%; also: some compounds called inactive have numbers as strong as hits
Target sequence (P51452 whole entry, looked up): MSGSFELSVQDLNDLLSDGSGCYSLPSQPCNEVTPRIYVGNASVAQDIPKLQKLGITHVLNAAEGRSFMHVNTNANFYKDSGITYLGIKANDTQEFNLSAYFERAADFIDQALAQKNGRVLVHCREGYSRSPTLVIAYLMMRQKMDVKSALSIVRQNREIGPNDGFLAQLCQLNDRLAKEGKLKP
The depositor's hits bear a star; i = inactive; ? = inconclusive; / = not tested or not shown. Rule as the data show it, unless noted: active = inhibition above about 30%; inconclusive = no clear call, values can overlap the other calls; inactive = below that.

SMILES	BoNT-A LC inh2	CCHFV vOTU inh	TcdB GH inh	3CLpro inhibitor	Yp Topo-I inh	Vc quorum ag	PfHsp40 rescue	SSB-PriA inh	Anthrax LF inh2	DUSP3 inh
CC(=O)N(CN1C(=O)c2ccc([N+](=O)[O-])cc2C1=O)c1ccc(F)cc1	0.9	3	/	-4	-4	1.7	0.6	-24	0	9
O=C(c1ccc([N+](=O)[O-])cc1)N(Cc1ccc(Cl)cc1Cl)N1C(=O)CCCC1=O	2.2	2	/	5	0	-1.0	3.4	-3	-6	17
Cc1cc(C)c(OCC(=O)Nc2nnn(C)n2)c(Br)c1	0.3	-5	/	-5	10	-0.3	-0.7	-3	1	-18
O=[N+]([O-])c1ccccc1-c1ccc(/C=N/n2cnnc2)o1	-1.0	5	/	-5	4	-7.0	-0.2	/	-4	0
Cc1nc(SCCC(C)C)c([N+](=O)[O-])[nH]1	-0.2	13	/	-8	-5	-0.2	-1.0	4	-9	35
CCN(CC)C(=O)c1cc2cc(Br)ccc2oc1=O	?	-9	/	-4	-6	-0.7	-0.7	-4	-9	5
COC(=O)c1ccccc1S(=O)(=O)N1CCC(C(=O)OC(C)C(=O)NC(N)=O)CC1 (stereo not drawn)	-0.6	1	1.1	-2	10	-0.6	-0.6	-5	-2	22
Cc1ccc(S(=O)(=O)N(C)c2nc3ccccc3[nH]c2=S)cc1	0.9	2	1.0	-4	-5	i	0.3	-6	2	42
COC(=O)c1ccccc1S(=O)(=O)N(Cc1cc2ccc(OC)cc2[nH]c1=O)CC1CCCO1 (stereo not drawn)	-1.1	-1	/	3	24	0.2	0.1	-2	1	17
NNC(=O)c1ccc(COc2ccc(Br)cc2)o1	3.8	-11	1.6	5	2	i	0.5	-1	-4	14
O=c1ccc2cc(S(=O)(=O)Nc3ccccc3F)ccc2o1	-3.3	-14	1.9	-4	2	i	-1.8	-10	-11	13
Cn1c(OCC2CCCO2)nc2cc(-c3ccccc3)sc2c1=O (stereo not drawn)	-0.6	2	-1.3	/	6	-0.2	/	/	-4	/
CC(=O)c1cc(C#N)c(SCC(=O)OC(C)C)nc1C	-3.3	-4	-0.2	1	-6	-7.1	0.5	5	-6	-1
O=C(NCC1CCCN1S(=O)(=O)c1cccs1)c1ccc(Cl)cc1 (stereo not drawn)	-4.7	0	1.1	/	14	-0.7	-2.0	15	-6	/
CCOC(=O)C1=C(COC(=O)CCC(=O)c2ccc(C)cc2)NC(=O)NC1C (stereo not drawn)	0.8	0	1.9	/	3	-2.0	2.0	-4	2	/
COC(=O)c1ccc(CC2(C)C(=O)Nc3ccc(-c4cccc(C(F)(F)F)c4)cc32)o1 (stereo not drawn)	0.1	24	1.5	/	28	0.9	/	/	-2	/
CN(CC(=O)N1CCN(c2ccccn2)CC1)S(=O)(=O)c1ccc2ccccc2c1	-2.2	-5	-3.2	-4	-9	-0.4	1.3	9	-6	-11
CC1=NN(C(=O)c2ccncc2)C(=O)C1N=Nc1ccc2ccccc2c1 (stereo not drawn)	-0.4	19	0.8	/	-6	i	-1.3	11	4	/
Cc1ccc(CSCC(=O)N(C)CC(=O)Nc2ccc(Cl)c(Cl)c2)cc1	2.0	11	-0.2	/	15	-1.4	20	-18	2	/
CN(C)c1ccc(/C=C/c2ccc3ccccc3n2)cc1	2.5	/	1.2	1	8	-0.7	-2.1	-5	19	8

12 entries out of the list, ordered by molecular weight, high to low:
SMILES	BoNT-A LC inh2	CCHFV vOTU inh	TcdB GH inh	3CLpro inhibitor	Yp Topo-I inh	Vc quorum ag	PfHsp40 rescue	SSB-PriA inh	Anthrax LF inh2	DUSP3 inh
COC(=O)c1ccccc1S(=O)(=O)N1CCC(C(=O)OC(C)C(=O)NC(N)=O)CC1 (stereo not drawn)	-0.6	1	1.1	-2	10	-0.6	-0.6	-5	-2	22
O=C(c1ccc([N+](=O)[O-])cc1)N(Cc1ccc(Cl)cc1Cl)N1C(=O)CCCC1=O	2.2	2	/	5	0	-1.0	3.4	-3	-6	17
CN(CC(=O)N1CCN(c2ccccn2)CC1)S(=O)(=O)c1ccc2ccccc2c1	-2.2	-5	-3.2	-4	-9	-0.4	1.3	9	-6	-11
Cc1ccc(CSCC(=O)N(C)CC(=O)Nc2ccc(Cl)c(Cl)c2)cc1	2.0	11	-0.2	/	15	-1.4	20	-18	2	/
CCOC(=O)C1=C(COC(=O)CCC(=O)c2ccc(C)cc2)NC(=O)NC1C (stereo not drawn)	0.8	0	1.9	/	3	-2.0	2.0	-4	2	/
CC1=NN(C(=O)c2ccncc2)C(=O)C1N=Nc1ccc2ccccc2c1 (stereo not drawn)	-0.4	19	0.8	/	-6	i	-1.3	11	4	/
Cc1ccc(S(=O)(=O)N(C)c2nc3ccccc3[nH]c2=S)cc1	0.9	2	1.0	-4	-5	i	0.3	-6	2	42
Cc1cc(C)c(OCC(=O)Nc2nnn(C)n2)c(Br)c1	0.3	-5	/	-5	10	-0.3	-0.7	-3	1	-18
CCN(CC)C(=O)c1cc2cc(Br)ccc2oc1=O	?	-9	/	-4	-6	-0.7	-0.7	-4	-9	5
O=c1ccc2cc(S(=O)(=O)Nc3ccccc3F)ccc2o1	-3.3	-14	1.9	-4	2	i	-1.8	-10	-11	13
CC(=O)c1cc(C#N)c(SCC(=O)OC(C)C)nc1C	-3.3	-4	-0.2	1	-6	-7.1	0.5	5	-6	-1
Cc1nc(SCCC(C)C)c([N+](=O)[O-])[nH]1	-0.2	13	/	-8	-5	-0.2	-1.0	4	-9	35

Continued.
SMILES	BoNT-A LC inh2	CCHFV vOTU inh	TcdB GH inh	3CLpro inhibitor	Yp Topo-I inh	Vc quorum ag	PfHsp40 rescue	SSB-PriA inh	Anthrax LF inh2	DUSP3 inh
CC1CCN(C(=O)CSCc2ccc(Cl)cc2)CC1	-0.2	0	/	3	20	0.4	4.0	-16	-1	-2
Cc1[nH]c2c(C(F)(F)F)cccc2c1CCN	1.6	4	/	-8	-1	-0.6	5.1	1	1	10
COC(=O)CNC(=O)CN(c1ccc(OC)cc1OC)S(=O)(=O)c1ccccc1	0.3	-2	0.5	/	4	-0.3	-0.1	-9	6	/
CN(C1CCCCC1)S(=O)(=O)c1ccc(-c2ccccn2)s1	-3.0	5	0.2	4	8	-0.4	/	1	?	31
CCn1c(SCC(=O)NC2CC2)nnc1-c1cccc(OC)c1	-3.8	2	1.6	4	2	-1.2	0.5	-9	0	21
CCOCC(=O)NCc1ccc2c(c1)OCO2	-0.1	6	/	2	-7	-0.6	-0.5	4	2	-24
O=S(=O)(c1cccc2nsnc12)N1CCN(c2ccccc2F)CC1	-2.5	8	0.9	1	19	-0.4	1.8	10	-5	18
Cc1cc(C)c(S(=O)(=O)NC2CCN(Cc3ccccc3)CC2)c(C)c1	-1.0	8	-0.5	4	10	-5.5	-0.8	-4	-11	27
COC(=O)C(C)N1C(=O)S/C(=C\c2ccc(-c3ccc(C(=O)O)cc3C)o2)C1=O (stereo not drawn)	-2.2	3	-1.5	8	-3	-1.4	-0.2	-2	-11	-7
[O-]/[N+](=C\c1ccccc1)[C@@H]1CCCC[C@@H]1/[N+]([O-])=C/c1ccccc1	0.8	0	/	-3	-3	i	0.3	-6	-2	26
CC(=O)c1ccc(S(=O)(=O)N2CCN(C(=O)c3ccc(-n4cncn4)c([N+](=O)[O-])c3)CC2)cc1	-0.6	1	1.1	/	-8	-0.3	-0.3	-2	-5	/
O=C(NC(Cc1c[nH]c2ccccc12)C(=O)O)/C(=C\c1ccc2c(c1)OCO2)NC(=O)c1ccccc1 (stereo not drawn)	-0.6	6	0.3	-2	7	-0.4	0.5	-1	3	4
O=C1CCN(Cc2ccccc2)C(=S)N1	0.9	8	0.9	/	-4	1.7	-0.7	-8	3	/
CC(=O)N1CCOc2ccc(S(=O)(=O)N3CCC(C(=O)NCc4ccccc4)CC3)cc21	-0.6	11	1.6	-1	-4	-0.2	-0.5	-15	-3	-5
CCC(=NCc1ccco1)c1c(O)[nH]c(=O)[nH]c1=O	-0.6	-3	/	1	-1	i	-1.3	6	5	4
Cc1cccc(C)c1NC(=O)CN1C(=O)NC(C)(C2CC2)C1=O (stereo not drawn)	0.0	0	1.0	/	2	i	-0.7	-1	-5	/
COc1ccc2nc(NC(=O)CCn3cccc3)sc2c1	-0.7	-3	/	0	-12	-0.1	5.2	27	-5	25
CCc1sc(C(=O)Nc2cc(Cl)ccc2N2CCCCC2)cc1C	0.2	3	/	-2	6	7.1	-1.5	-12	-2	12
Cn1c(CCN2CCOCC2)nc2cc(NS(=O)(=O)c3ccccc3)ccc21	0.4	-16	1.0	2	8	-2.3	1.7	-8	-6	29
NC(=O)C1CCN(C2=C(NS(=O)(=O)c3ccc(Br)cc3)C(=O)c3ccccc3C2=O)CC1	1.5	39*	-0.7	6	2	0.0	-0.7	26	-2	-24
Cn1c(CCC(=O)Nc2cc(S(C)(=O)=O)ccc2Cl)nc2cc(S(=O)(=O)N3CCOCC3)ccc21	0.9	-6	1.2	/	1	5.6	1.1	-11	2	/
Cc1cccc(C(=O)NNC(=O)c2ccccc2Br)c1	1.0	3	0.4	2	2	3.5	-0.6	-3	6	28
COc1ccc(C(=O)NC(=S)NNC(=O)c2ccccc2C)cc1	-0.8	-5	0.1	/	3	-0.7	105*	2	-3	/
COc1ccc(Cn2c(=O)[nH]c3cc(OC)c(OC)cc3c2=O)cc1	4.1	-3	1.3	-2	0	-1.2	-1.3	-5	-9	0
C/C(CC(=O)Nc1cc(Cl)ccc1Cl)=N\NC(N)=S	-1.4	-7	/	3	11	i	-2.9	/	-1	43
O=C(CN1CCN(S(=O)(=O)c2ccc(F)cc2)CC1)Nc1cccc(C(F)(F)F)c1	0.0	17	/	-1	13	1.7	0.4	-8	1	6
CS(=O)(=O)Nc1ccc(C(=O)Nc2ccc(S(=O)(=O)Nc3nccs3)cc2)cc1	-0.6	20	-0.4	1	8	3.6	0.5	0	0	-9
C=CC[C@@H](CC(=O)N(CCO)Cc1ccccc1)C(=O)N[C@H](COC(=O)[C@@H](CC=C)CC(=O)OC(C)(C)C)c1ccccc1	0.3	32*	1.6	/	0	1.5	15	-19	-5	/
O=[N+]([O-])c1cnn2cc(Br)cnc12	-1.3	11	3.0	1	1	-0.2	-0.6	-19	-4	11
COc1ccc(Cl)cc1Nc1nc(NCCO)nc(N2CCCC2)n1	0.3	10	-0.4	-6	19	-1.2	0.2	-8	-5	3
COc1ccccc1CCNC(=O)c1ccc2nc[nH]c2c1	1.7	3	1.0	4	-10	i	0.0	4	2	-4
N#Cc1c(-c2ccc(Br)cc2)cc(-c2cccnc2)nc1N	1.0	-5	/	-2	-5	-0.2	-0.9	-9	-2	3
CCOc1ccc(NC(=O)CC2C(=O)N(C)C(=S)N2CCCc2ccccc2)cc1 (stereo not drawn)	-0.1	-12	1.2	7	-1	-0.6	3.4	3	2	2
CN(c1ccccc1)c1nc(N)c([N+](=O)[O-])c(NCc2ccccc2)n1	?	1	-2.1	0	24	0.5	4.3	3	-14	16
C=CCN1C(=O)CSC1=Nc1ccc(C(=O)O)cc1	-1.8	2	1.0	1	-19	i	2.4	-6	3	15

An excerpt; count on the stated rates, not on these rows.
